Screens deposited in PubChem BioAssay by Sanford-Burnham Center for Chemical Genomics.
hIAP block: human IAP inhibitors, primary screen, biochemical, luminescence, uHTS; Intestinal-type alkaline phosphatase (Homo sapiens), P09923; purified IAP, CDP-Star luminescence, 30 min; inhibition, % at 10 µM; 330,000 tested, 0.12% active; AID 2544, 2010;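 active = inhibition reaching a set limit with compound at 10 µM in the primary screen, cut at about 35% in these data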;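 also: plate controls were DMSO wells with enzyme for no effect and no-enzyme buffer wells for full effect; values of inactives mirror those of a sister screen read the other way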
HKDC1 inhibitor: HKDC1 hexokinase inhibitors, primary screen, biochemical, fluorescence, uHTS | recombinant HKDC1, G6PDH/diaphorase resazurin coupled fluorescence | Q2TB90 | 340,000 tested, 0.16% active | AID 493160, 2011 | inhibition, % at 20 µM;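 active = inhibition above about 35% when tested at 20 µM, limit read from the data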;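 also: plate controls were DMSO wells with enzyme for no effect and DMSO wells lacking enzyme for full effect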
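Assay system: in-house recombinant HK5 (HKDC1) enzyme. Input: HKDC1 at 5 µg/mL. Medium: Tris pH 8.0 buffer with MgCl2, Tween-20, BSA, BME. Dosing: single 20 µM dose. Schedule: 90 min reaction incubation at room temperature, dark. Signal: resazurin-to-resorufin fluorescence via G6PDH and diaphorase coupling, 525/613 nm. Controls: DMSO-enzyme wells negative, buffer-substituted wells positive.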
mIAP block: inhibitors of mouse IAP, primary screen, biochemical, luminescence, uHTS; intestinal alkaline phosphatase [Mus musculus]; purified mouse IAP, CDP-Star luminescence, 30 min; inhibition, % at 10 µM; 330,000 tested, 0.2% active;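 active = inhibition of at least 40% at 10 µM in the primary screen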;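 also: plate controls were DMSO with enzyme for no effect and no enzyme wells for full effect; values of inactives mirror those of a sister screen read the other way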
PfGluPho inh: PfG6PD enzyme inhibitors, primary screen, biochemical, fluorescence intensity, uHTS. PfGluPho enzyme, NADPH resazurin-diaphorase fluorescence. inhibition, % at 20 µM. 350,000 tested, 0.78% active. AID 504690, 2011;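 active = inhibition reaching at least a set limit at 20 µM in the primary screen, cut at about 59% in these data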;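 also: 0% = DMSO wells with substrate and 100% = DMSO wells lacking glucose-6-phosphate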
mIAP act: activators of mouse IAP, primary screen, biochemical, luminescence, uHTS; intestinal alkaline phosphatase [Mus musculus]; muIAP, CDP-Star luminescence, 30 min; hits give high values; 1 = vehicle-only enzyme signal, 0 = enzyme-free wells; activation factor at 10 µM; 330,000 tested, 0.24% active;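 active = activation factor of at least 2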; also: the source names both 10 and 20 µM as test concentration; values of inactives mirror those of a sister screen read the other way
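Assay system: mouse IAP enzyme / Compound: DMSO-dissolved test compounds / Timing: 30 min, room temperature / Measured by: luminescence from enzymatic CDP-Star hydrolysis / Control set: DMSO-only wells, enzyme-free buffer wells as negative control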
hIAP activ: human IAP activators, primary screen, biochemical, luminescence, uHTS | 330,000 tested, 0.16% active | purified human IAP, CDP-Star luminescence, 30 min; hits give high values; 1 = vehicle-only enzyme, 0 = enzyme-free background | activation factor at 10 µM | Intestinal-type alkaline phosphatase (Homo sapiens), P09923;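 active = activation factor of the enzyme at least 2-fold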; also: the source names both 10 and 20 µM as test concentration; values of inactives mirror those of a sister screen read the other way
APOBEC3A inh: APOBEC3A ssDNA deaminase inhibitors, primary screen, selectivity assay for APOBEC3G inhibitor project, biochemical, FAM/TAMRA oligo cleavage fluorescence; DNA dC->dU-editing enzyme APOBEC-3A (Homo sapiens), P31941; recombinant A3A, FAM/TAMRA ssDNA deamination fluorescence; inhibition, % at 20 µM; 330,000 tested, 0.41% active; AID 493011, 2011;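 active = at least 40% inhibition at 20 µM here, with at most 30% in a related deaminase screen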;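 also: plate controls were A3A with DMSO for no effect and wells lacking A3A enzyme for full effect; some results filed as inactive read as strong as hits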
Target sequence (P31941 whole entry, looked up): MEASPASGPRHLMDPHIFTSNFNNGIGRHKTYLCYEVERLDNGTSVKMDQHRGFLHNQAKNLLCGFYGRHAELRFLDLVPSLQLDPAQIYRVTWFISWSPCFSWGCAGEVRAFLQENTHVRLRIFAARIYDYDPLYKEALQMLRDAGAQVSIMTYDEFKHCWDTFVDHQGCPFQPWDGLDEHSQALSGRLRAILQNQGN
ATG4B inhibitor: ATG4B protease inhibitors, primary screen, biochemical, fluorescence, uHTS | Cysteine protease ATG4B (Homo sapiens), Q9Y4P1 | ATG4B cleavage of LC3-PLA2, NBD-HPC fluorescence, 1 h | inhibition, % at 8.33 µM | 340,000 tested, 0.51% active | AID 504462, 2011; in the data active = inhibition above about 40%
Target sequence (Q9Y4P1 whole entry, looked up): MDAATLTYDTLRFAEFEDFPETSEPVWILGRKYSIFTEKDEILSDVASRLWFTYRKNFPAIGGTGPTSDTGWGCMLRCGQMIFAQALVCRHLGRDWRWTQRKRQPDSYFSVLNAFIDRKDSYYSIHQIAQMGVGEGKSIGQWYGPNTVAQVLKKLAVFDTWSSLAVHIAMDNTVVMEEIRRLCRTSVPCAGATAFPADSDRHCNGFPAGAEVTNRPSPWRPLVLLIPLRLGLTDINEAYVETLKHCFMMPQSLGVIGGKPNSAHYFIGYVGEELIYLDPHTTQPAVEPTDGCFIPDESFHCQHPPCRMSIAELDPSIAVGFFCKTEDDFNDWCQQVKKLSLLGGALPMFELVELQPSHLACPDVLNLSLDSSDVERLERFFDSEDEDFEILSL
Starred values were filed as active, the others as inactive. No enrichment for hits; any-hit rate near 2.4%.

Below each compound – hIAP block | HKDC1 inhibitor | mIAP block | PfGluPho inh | mIAP act | hIAP activ | APOBEC3A inh | ATG4B inhibitor
- COc1ccc(-n2ncc3c(N4CCN(c5cccc(C)c5C)CC4)ncnc32)cc1
 : 6 | -6 | 11 | -15 | 0.89 | 0.94 | 0 | 4
- CC(Sc1nnnn1C)C(=O)NC1CCCc2ccccc21 (stereo not given)
 : 0 | -8 | -5 | -2 | 1 | 1 | -2 | -1
- Cc1cccc(NC(=O)NC(=S)NC(=O)c2ccccc2)c1
 : 6 | -9 | 15 | -8 | 0.85 | 0.94 | -5 | 8
- O=C(Cc1ccc(Cl)cc1)NN1C(=O)c2ccccc2C1=O
 : 13 | -9 | 8 | 7 | 0.92 | 0.87 | -2 | 2
- Cc1ccc(CN2CCN(Cc3cccn3-c3ccccn3)CC2CCO)o1 (stereo not given)
 : -16 | 7 | 2 | -21 | 0.98 | 1.2 | -4 | -6
- CC(NC(=O)c1cccc(S(=O)(=O)N2CCc3ccccc3C2)c1)c1ccco1 (stereo not given)
 : 2 | 4 | 5 | 2 | 0.95 | 0.98 | -1 | -8
- CN(C)c1ccc(C(=O)OCC(=O)Nc2cccc(S(=O)(=O)N3CCCC3)c2)cc1
 : 15 | 6 | -35 | 3 | 1.4 | 0.85 | 0 | -8
- COc1ccc2cc3cc(C(=O)NCCCN4CCC(C)CC4)oc3nc2c1
 : -18 | -2 | -1 | -9 | 1 | 1.2 | -4 | -3
- C=C1CCN(c2ccc(C(=O)NCc3ccc(OC)cc3)cc2[N+](=O)[O-])CC1
 : -22 | 4 | 3 | 4 | 0.97 | 1.2 | 8 | 3
- O=C1OC(CO)CN1Cc1ccccc1 (stereo not given)
 : 4 | -5 | 5 | -4 | 0.95 | 0.96 | -3 | -6
- O=C1c2ccccc2C(=O)N1CCCCCCc1ccccc1
 : 3 | 0 | 4 | 1 | 0.96 | 0.97 | -4 | 19
- CN(C(=O)c1ccccc1-c1ccccc1C(=O)O)c1ccccc1
 : 4 | -4 | -11 | -5 | 1.1 | 0.96 | -8 | 5
- O=C(CN1CCCCCC1)Nc1ccc(Br)cn1
 : -6 | -4 | 5 | -13 | 0.95 | 1.1 | 3 | 5
- COc1ccc(OCc2n[nH]c(=S)n2N)cc1
 : 19 | -14 | 4 | 71* | 0.96 | 0.81 | -4 | 5
- COc1cccc(NC(=O)CSc2nc(C)cs2)c1
 : -7 | -3 | -13 | -5 | 1.1 | 1.1 | -3 | -4
- O=C(O)c1cc([N+](=O)[O-])ccc1NCc1ccccc1
 : 4 | 18 | 14 | -7 | 0.86 | 0.96 | -1 | 21
- Cc1cccc(NS(=O)(=O)c2cc(C(=O)OCC(=O)Nc3cc(C)on3)ccc2C)c1
 : -10 | 2 | -4 | -9 | 1 | 1.1 | -2 | -14
- CCOC(=O)c1c(C)oc2c1C(=O)c1ccccc1C2=O
 : 17 | -17 | 4 | -93 | 0.96 | 0.83 | 4 | -13
- Cc1ccc([N+](=O)[O-])cc1-c1ccc(/C=N/NC(=O)c2cc3c(ccc4ccccc43)o2)o1
 : -11 | -4 | 10 | -8 | 0.9 | 1.1 | -5 | 6
- CC(NC(=O)c1ccccc1F)C(=O)O (stereo not given)
 : -22 | 1 | -2 | 11 | 1 | 1.2 | -2 | -3
- CCSC1=N/C(=C\c2ccc3c(c2)OCO3)C(=O)S1
 : 22 | 1 | 10 | -25 | 0.9 | 0.78 | 1 | -17
- CCOC(=O)CSc1nc2ccccc2c(=O)n1CC(C)C
 : -16 | -11 | 8 | 0 | 0.92 | 1.2 | -1 | 57*
- CC1=NN(C(N)=S)C(=O)C1N=Nc1cccc(C)c1 (stereo not given)
 : -7 | -19 | 20 | -14 | 0.8 | 1.1 | 3 | 8
- Cc1ccc(N2C(=O)C(NC(=O)c3c(F)cccc3F)(C(F)(F)F)C3=C2CC(C)(C)CC3=O)cc1 (stereo not given)
 : -20 | 11 | 3 | -10 | 0.97 | 1.2 | -4 | -3
- COc1ccc(N(CC(=O)Nc2ccccc2C(=O)NCCc2ccccc2)S(C)(=O)=O)cc1OC
 : 24 | 14 | -3 | -3 | 1 | 0.76 | -1 | -11
- Cc1ccc(-c2[nH]c(=O)n3ccncc23)s1
 : 15 | 6 | 1 | -4 | 0.99 | 0.85 | 0 | 10
- Cc1nn(CCO)c2ncc(C(=O)c3cc(F)ccc3O)cc12
 : -8 | -2 | -2 | 15 | 1 | 1.1 | 5 | -1
- O=C(NCc1ccco1)c1ccc(Cl)s1
 : 7 | -4 | 2 | -6 | 0.98 | 0.93 | -6 | 0
- CCOC(=O)C1(CCOc2ccccc2)CCN(Cc2ccc(O)c(OCC)c2)CC1
 : 9 | -1 | 0 | 8 | 1 | 0.91 | -6 | -5
- COc1ccc(CN(CC2CCCO2)C(=O)CN2C(=O)COc3ccccc32)cc1OC (stereo not given)
 : -8 | -4 | -2 | 34 | 1 | 1.1 | -4 | -6

Compounds listed so far that have a Cl atom (two):
Below each compound – hIAP block | HKDC1 inhibitor | mIAP block | PfGluPho inh | mIAP act | hIAP activ | APOBEC3A inh | ATG4B inhibitor
- O=C(Cc1ccc(Cl)cc1)NN1C(=O)c2ccccc2C1=O
 : 13 | -9 | 8 | 7 | 0.92 | 0.87 | -2 | 2
- O=C(NCc1ccco1)c1ccc(Cl)s1
 : 7 | -4 | 2 | -6 | 0.98 | 0.93 | -6 | 0

Complete entries, looked up by structure. Screens in order: hIAP block | HKDC1 inhibitor | mIAP block | PfGluPho inh | mIAP act | hIAP activ | APOBEC3A inh | ATG4B inhibitor
`CN(C)c1ccc(C(=O)OCC(=O)Nc2cccc(S(=O)(=O)N3CCCC3)c2)cc1` is listed as 15 | 6 | -35 | 3 | 1.4 | 0.85 | 0 | -8
`COc1ccc2cc3cc(C(=O)NCCCN4CCC(C)CC4)oc3nc2c1` is listed as -18 | -2 | -1 | -9 | 1 | 1.2 | -4 | -3
`CC1=NN(C(N)=S)C(=O)C1N=Nc1cccc(C)c1` (stereo not given) is listed as -7 | -19 | 20 | -14 | 0.8 | 1.1 | 3 | 8
`CCOC(=O)c1c(C)oc2c1C(=O)c1ccccc1C2=O` is listed as 17 | -17 | 4 | -93 | 0.96 | 0.83 | 4 | -13

Next part
Below each compound – hIAP block | HKDC1 inhibitor | mIAP block | PfGluPho inh | mIAP act | hIAP activ | APOBEC3A inh | ATG4B inhibitor
- CCCc1cc(=O)[nH]c(SCC(=O)Nc2cccc3ccccc23)n1
 : 5 | -1 | 7 | -8 | 0.93 | 0.95 | 0 | -3
- O=C(OCC(O)CO)c1ccccc1Nc1ccnc2cc(Cl)ccc12 (stereo not given)
 : 10 | 4 | 3 | 82* | 0.97 | 0.9 | 3 | -13
- Cn1ncc([N+](=O)[O-])c1C(=O)Nc1ccc(-c2nc3ccccc3o2)cc1
 : -5 | -9 | 7 | -14 | 0.93 | 1.1 | -2 | -16
- C=CCN1C(=O)c2ccc(C(=O)OCC(=O)Nc3ccccc3OC)cc2C1=O
 : 8 | -4 | 2 | -5 | 0.98 | 0.92 | -1 | -30
- CCOC(=O)N1CCN(Cc2nc3cc(NC(=O)CC(C)C)ccc3n2C)CC1
 : -12 | 2 | 0 | -6 | 1 | 1.1 | -3 | -3
- CC(=O)c1ccc(OCCCC(=O)Nc2cc(S(=O)(=O)N3CCCCC3)ccc2C)cc1
 : 6 | -6 | 0 | -7 | 1 | 0.94 | 40* | -3
- CC(C)(C)OC(=O)NCCCC[C@H](NC(=O)c1[nH]cnc1C(=O)Nc1ccc(Cl)cc1)C(=O)OC(C)(C)C
 : -34 | 1 | -7 | -5 | 1.1 | 1.3 | -2 | -12
- O=C(c1cc2sccc2n1Cc1ccc(F)cc1)N1CCCc2ccccc21
 : 2 | 0 | -1 | 14 | 1 | 0.97 | -3 | 11
- CN1CCN(S(=O)(=O)c2ccc(NC(=O)c3cccc(F)c3)cc2)CC1
 : -5 | -3 | 1 | -8 | 0.99 | 1.1 | -3 | 6
- CC(=O)Nc1cccc(Cl)c1C(=O)O
 : -16 | 4 | 3 | 19 | 0.97 | 1.2 | -4 | -8
- CC(C)CCNC(=O)Nc1ccc2c(c1)N(C)C(=O)CS2
 : -13 | -7 | -72 | 14 | 1.7 | 1.1 | 0 | 1
- O=C(CSc1n[nH]c(-c2ccccc2Cl)n1)NC1CCCCC1
 : -8 | 1 | -9 | -3 | 1.1 | 1.1 | -3 | -9
- C/C(N)=C(/C#N)C(=O)COC(=O)CCCNC(=O)c1ccc(Cl)cc1
 : 1 | 11 | 1 | 3 | 0.99 | 0.99 | 19 | -4
- CCn1ccc(C(=O)Nc2c(C)nn(Cc3c(F)c(F)c(F)c(F)c3F)c2C)n1
 : -14 | 8 | -11 | -7 | 1.1 | 1.1 | 2 | -4
- COc1ccc(N(CC(=O)NCc2ccc(F)cc2)S(=O)(=O)c2c(C)noc2C)cc1
 : -35 | -1 | -3 | -3 | 1 | 1.3 | -3 | 4
- CCOC(=O)CCc1c(C)c2ccc(OCc3nn[nH]n3)cc2oc1=O
 : -7 | 3 | -10 | -7 | 1.1 | 1.1 | -3 | -13
- Cc1cc(=O)[nH]c(SC(C)C(=O)Nc2cccc3ccccc23)n1 (stereo not given)
 : -7 | -1 | -1 | -9 | 1 | 1.1 | 0 | -1
- Cc1ncoc1C(=O)N1CCCC(C(=O)c2ccc(-c3ccccc3)c(F)c2)C1 (stereo not given)
 : 7 | 8 | 5 | 5 | 0.95 | 0.93 | 4 | -1
- Cc1cc(NC(=O)c2ccccc2)cc(NC(=O)c2ccccc2)c1C
 : 2 | -5 | 6 | 8 | 0.94 | 0.98 | -8 | 0
- CCCCNc1nnc(SCC(=O)N2CCN(S(=O)(=O)c3ccc4ccccc4c3)CC2)s1
 : -17 | -3 | -3 | 11 | 1 | 1.2 | 3 | -5
- O=C(O)c1cccc(NC(=O)c2ccc(CN3C(=O)c4ccccc4C3=O)cc2)c1
 : -42 | -6 | -2 | -17 | 1 | 1.4 | 2 | -2
- O=C(Nc1ccc(F)cc1F)c1ccco1
 : -1 | -8 | 5 | -8 | 0.95 | 1 | -5 | -2
- Cc1ccc(C(=O)Oc2ccc3ccc(=O)oc3c2)cc1
 : 14 | -3 | -11 | -8 | 1.1 | 0.85 | 6 | 0
- CCOC(=O)c1sc(Nc2ccc(F)cc2)nc1C
 : 4 | 10 | 6 | 16 | 0.94 | 0.95 | 2 | -2
- Cc1nn(-c2ccccc2)c2c1cc1c(=O)n(C)c(=O)nc-1n2-c1ccccc1F
 : -56 | -1 | 2 | 1 | 0.98 | 1.6 | 2 | 1
- O=C(N/N=C/c1ccccc1)c1n[nH]c2c1CCCC2
 : -33 | -9 | 7 | 0 | 0.93 | 1.3 | -6 | -1
